From PubChem
IL1B NFkB pot: enhances IL-1B driven NFkB nuclear translocation. HUVEC IL-1B NFkB p65 nuclear translocation imaging. activation, % at 2 µM. actives 0.3% (n = 94,000). AID 819;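 active = activation above 40%, about the mean plus 3 SD, also judged a hit on visual image review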;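 also: percent activation is computed from the nuclear over cytoplasmic p65 intensity ratio; values of inactives mirror those of a sister screen read the other way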
PLAP inhibitors HTS: inhibition of human placental alkaline phosphatase – biochemical, luminescence, HTS (AID 690); purified PLAP, luminescent substrate; higher % means a stronger effect; one-dose inhibition, % at 20 µM; IC50 in µM for titrated hits; actives 0.08% (n = 96,000); in the data active = a potency from the dose series; inactive = the rest, 99 in 100 with inhibition below about 30%; also: strong numbers were not always called active
MRP resist rev: compounds reversing MRP-mediated drug resistance; H69AR cells + 2 uM doxorubicin, CellTiter-Glo, 72 h; differential viability (reversal), % at 10 µM; actives 0.04% (n = 85,000);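 active = viability drop by adding the cancer drug above about 55%, with treated viability meeting a 40% cutoff, limit read from the data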;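 also: viability without doxorubicin minus viability with 2 µM doxorubicin for each compound; larger differential means the compound sensitizes cells more to doxorubicin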
NFkB transloc inh: blocks IL-1B driven NFkB nuclear translocation in HUVEC cells; HUVEC IL-1B NFkB p65 nuclear translocation imaging; inhibition, % at 2 µM; actives 0.43% (n = 94,000); AID 796;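 active = inhibition above about 30% together with a positive call from visual inspection of the well image, limit read from the data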;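 also: nuclear over cytoplasmic p65 intensity ratio measured by imaging; 0% = IL-1B stimulated DMSO wells and 100% = unstimulated DMSO wells; values of inactives mirror those of a sister screen read the other way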
Bcl-B TR3 displacers: displacers of TR3 peptide from Bcl-B, primary screen, selectivity assay for Bfl-1 inhibitor project, biochemical, fluorescence polarization; FP displacement of FITC-TR3 peptide from Bcl-B; higher % means a stronger effect; one-dose displacement, % at 20 µM; IC50 in µM for titrated hits; actives 0.11% (n = 96,000); AID 748;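 active = displacement above 50% at 20 µM plus a fluorescence interference ratio under 1.5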;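 also: plate controls were wells without compound for no effect and wells lacking Bcl-B protein for full effect; a part of the inactive calls stands beside numbers as strong as those of hits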
MRP resist rev cytotoxicity: also measured in MRP resist rev; calls as there; viability, %; H69AR cells, CellTiter-Glo, 72 h; measured here: cytotoxicity without doxorubicin
MRP resist rev with doxorubicin: second read-out of MRP resist rev, no call of its own (marks repeat the call); viability, %; measured here: viability with 2 uM doxorubicin; active compounds read low
NFkB transloc inh cell count 2 µM: further read-out of NFkB transloc inh, marked with its call; cell count; measured here: cells passing quality filter;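 raw number of nuclei counted in each imaged well without normalization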
IL1B NFkB pot cell count 2 µM: further read-out of IL1B NFkB pot, marked with its call; cell count; measured here: cells passing quality filter
* marks the source's active call; other numbers are inactive results; · = not tested or not shown. Only part of the results is shown; rates above refer to the full screens.

The opening 3 records, to show the layout:
SMILES	IL1B NFkB pot	IL1B NFkB pot cell count 2 µM	PLAP inhibitors HTS	MRP resist rev	MRP resist rev cytotoxicity	MRP resist rev with doxorubicin	NFkB transloc inh	NFkB transloc inh cell count 2 µM	Bcl-B TR3 displacers
CSc1nc(-c2ccco2)nn1C(=O)c1cccs1	-7	68	2%	2	70	67	7	68	-5%
CCc1ccc(Nc2cc(C(=O)NCCCN3CCOCC3)c3ccccc3n2)cc1	22	182	-51%	·	·	·	-22	182	8%
Cc1ccc(C2C3=C(CC(C)(C)CC3=O)Nc3onc(C)c32)cc1 (stereo not drawn)	-2	142	-14%	9	89	79	2	142	6%

All compounds of this part, previewed entries included:
SMILES	IL1B NFkB pot	IL1B NFkB pot cell count 2 µM	PLAP inhibitors HTS	MRP resist rev	MRP resist rev cytotoxicity	MRP resist rev with doxorubicin	NFkB transloc inh	NFkB transloc inh cell count 2 µM	Bcl-B TR3 displacers
CSc1nc(-c2ccco2)nn1C(=O)c1cccs1	-7	68	2%	2	70	67	7	68	-5%
CCc1ccc(Nc2cc(C(=O)NCCCN3CCOCC3)c3ccccc3n2)cc1	22	182	-51%	·	·	·	-22	182	8%
Cc1ccc(C2C3=C(CC(C)(C)CC3=O)Nc3onc(C)c32)cc1 (stereo not drawn)	-2	142	-14%	9	89	79	2	142	6%
Cc1ccc2oc(=O)c3cnn(CC(=O)N4CCCCC4C)c3c2c1 (stereo not drawn)	·	·	-15%	17	73	56	·	·	-2%
O=C(NC(Cc1ccc(F)cc1)C(=O)O)c1ccccc1 (stereo not drawn)	18	183	-2%	-12	94	106	-18	183	-7%
COc1nnc(-c2ccc(N3CCOCC3)c(NC(=O)c3ccco3)c2)c2ccccc12	-16	88	2%	1	82	81	16	88	0%
Cc1cc(Cl)ccc1OCC(=O)N/N=C1\CCCc2ccccc21	7	169	-5%	·	·	·	-7	169	-4%
Cc1cccc(C(CC(=O)N2CCCC2)c2ccccc2)c1O (stereo not drawn)	-10	128	12%	9	100	91	10	128	0%
Cc1cccnc1NC(=S)NC(=O)c1cncc(Br)c1	-10	198	9%	·	·	·	10	198	-2%
CC(C)OC(=O)CC(=O)CSc1nc2c(cc1C#N)CCCCCC2	6	188	8%	5	93	87	-6	188	-10%
O=C(OCCN1C(=O)c2ccccc2C1=O)c1cccc(OC(F)F)c1	-1	109	-2%	-7	91	98	1	109	2%
COc1ccc(C(=O)CSc2ncn[nH]2)cc1OC	4	172	-113%	-3	84	87	-4	172	-4%

(more compounds)
SMILES	IL1B NFkB pot	IL1B NFkB pot cell count 2 µM	PLAP inhibitors HTS	MRP resist rev	MRP resist rev cytotoxicity	MRP resist rev with doxorubicin	NFkB transloc inh	NFkB transloc inh cell count 2 µM	Bcl-B TR3 displacers
CCOCCCNC(=O)C(c1ccc(OC)cc1)N(Cc1ccc2c(c1)OCO2)C(=O)CNC(C)=O (stereo not drawn)	32	134	·	19	91	72	-32	134	·
COc1cccc(N2CCN(c3c(C#N)c(C(F)(F)F)nn3C)CC2)c1	33	144	-30%	-10	73	83	-33	144	3%
CCOC(=O)N1CC=C2C(C#N)=C(N)C(C#N)(C#N)[C@H](c3cccs3)[C@H]2C1	-7	166	-23%	-4	62	66	7	166	-12%
O=C(NCc1cccnc1)c1ccc(S(=O)(=O)N2CCCCC2)cc1	-16	157	8%	5	102	97	16	157	-13%
Cc1ccc(C(=O)Nc2cnc3ccccc3c2)cc1	20	182	14%	0	84	84	-20	182	11%
COC(=O)C1=C(C)NC(=O)/C1=C\c1cc(C)n(-c2cccc(C)c2)c1C	7	65	-12%	5	101	96	-23	147	-7%
CCOC(=O)CN(C(=O)CSc1nnc(CNc2ccc(C)cc2C)n1CC)c1ccccc1	17	178	-18%	33	93	60	-17	178	6%
O=[N+]([O-])c1cccnc1N1CCC(c2cc(-c3ccc(Cl)cc3)n[nH]2)CC1	9	175	-57%	-6	98	103	-9	175	14%
Cc1cc(C)nc(SCCN2CCOCC2)n1	4	153	16%	-14	101	115	-4	153	0%
Nn1c(Cc2ccccc2F)nnc1SCn1nnc2ccccc2c1=O	7	112	1%	7	96	90	-7	112	2%
O=C(CSc1ncc(-c2ccc(F)cc2)[nH]1)NCc1ccco1	-4	155	-5%	9	89	80	4	155	10%
Cc1nnc(NC(=O)c2cc3n(n2)C(C(F)(F)F)CC(C2CC2)N3)s1 (stereo not drawn)	5	84	9%	8	97	89	-4	84	1%

The listing continues.
SMILES	IL1B NFkB pot	IL1B NFkB pot cell count 2 µM	PLAP inhibitors HTS	MRP resist rev	MRP resist rev cytotoxicity	MRP resist rev with doxorubicin	NFkB transloc inh	NFkB transloc inh cell count 2 µM	Bcl-B TR3 displacers
O=C(Nc1ccncc1)Nc1ccccn1	-4	205	8%	6	106	100	4	205	-8%
CC1=C(C(=O)Nc2ccc(F)cc2)C(c2ccncc2)C2=C(CCCC2=O)N1 (stereo not drawn)	10	109	·	1	98	98	-10	109	·
CCCC(C)C(=O)Nc1nc(C)c(-c2csc(Nc3cc(OC)ccc3OC)n2)s1 (stereo not drawn)	-5	201	-15%	·	·	·	5	201	-28%
COC(=O)c1ccc2c(c1)NC(=O)C(N1CCOCC1)S2 (stereo not drawn)	-6	111	13%	·	·	·	6	111	-36%
O=C(CSc1nnc(-c2ccco2)o1)N1c2ccccc2CCc2ccccc21	12	132	-54%	4	77	73	-12	132	-12%
Cc1cc(=O)[nH]c(SCC(=O)Nc2ccc(S(=O)(=O)N3CCCCC3)cc2)n1	-22	139	-36%	0	96	95	22	139	-14%
O=C(NCCCN1CCOCC1)C1CCC(=O)N1C1CCCCC1 (stereo not drawn)	3	181	-4%	-27	71	98	-3	181	-4%
CCOC(=O)COc1ccc(S(=O)(=O)Nc2ccc3c(c2)OCO3)cc1	14	110	-14%	8	100	92	-14	110	-2%
CCc1ccc(N/C(SC)=C(/C#N)C(N)=O)cc1	-6	116	10%	5	91	86	6	116	-12%
Nc1c(C(=O)NC2CCCCC2)nsc1C(=O)OCC(=O)NC1CCCCC1	9	129	4%	0	95	95	-9	129	7%
Cc1ccc2nc3c(cc(C(=O)NCc4cccnc4)c(=N)n3C(C)C)c(=O)n2c1	·	·	2%	·	·	·	·	·	14%
CC(C)(C)NCC(O)COCc1ccc(Cl)cc1 (stereo not drawn)	-9	123	10%	28	106	78	9	123	-2%

Next results follow.
SMILES	IL1B NFkB pot	IL1B NFkB pot cell count 2 µM	PLAP inhibitors HTS	MRP resist rev	MRP resist rev cytotoxicity	MRP resist rev with doxorubicin	NFkB transloc inh	NFkB transloc inh cell count 2 µM	Bcl-B TR3 displacers
Cc1cc(C(=O)CSc2nnc(NCc3ccccc3)s2)c(C)n1C	1	208	2%	-25	32	57	-1	208	0%
O=C(CCn1nc(-c2ccc(Cl)cc2)c2ccccc2c1=O)NCC1CCCO1 (stereo not drawn)	4	177	-59%	15	109	94	-4	177	-14%
Cc1cc2n(n1)C(c1ccco1)Nc1ccccc1-2 (stereo not drawn)	·	·	10%	-2	85	86	·	·	-3%
CCOC(=O)CC(=O)CSc1nc2c(cc1C#N)CCCCCC2	·	·	-36%	7	104	97	·	·	-19%
O=C1C2(CCC13COC(c1ccc(O)cc1)OC3)COC(c1ccc(O)cc1)OC2 (stereo not drawn)	-4	127	4%	·	·	·	4	127	0%
CCOC(=O)c1c(N)sc(C(=O)N2CCCCC2)c1C	-21	106	·	-17	98	115	21	106	·
O=C(c1cccc(C(F)(F)F)c1)N1CCOC12CCN(c1ncc(C(F)(F)F)cc1Cl)CC2	-33	74	9%	-6	63	70	33*	74*	-6%
CC1Cc2nc(SCC(=O)c3ccccc3)n(Cc3ccccc3)c(=O)c2S1 (stereo not drawn)	14	174	-20%	25	78	53	-14	174	-5%
CC(=O)c1c(N2CCN(Cc3ccccc3)CC2)[nH]c(-c2ccccc2)nc1=S	-12	104	-57%	-16	5	20	12	104	-38%
CC(=O)Nc1nc(C(=O)Nc2c(C)n[nH]c2C)cs1	0	99	-3%	-4	89	93	0	99	-1%
Cc1ccc(O)c(Sc2cc(C)ccc2O)c1	8	172	-153%	-15	79	93	-8	172	-7%
CC(C)CCNC(=O)C1CCCCN1S(=O)(=O)c1ccc(F)cc1 (stereo not drawn)	11	66	1%	2	89	87	-11	66	3%

Continued:
SMILES	IL1B NFkB pot	IL1B NFkB pot cell count 2 µM	PLAP inhibitors HTS	MRP resist rev	MRP resist rev cytotoxicity	MRP resist rev with doxorubicin	NFkB transloc inh	NFkB transloc inh cell count 2 µM	Bcl-B TR3 displacers
COCCN(Cc1cc2cccc(C)c2n2nnnc12)C(=O)C(F)(F)F	-21	89	-2%	8	97	89	21	89	2%
COCCNC(=O)COC(=O)c1[nH]c(C)c(C(C)=O)c1C	8	167	-12%	-3	110	113	-8	167	-1%
Clc1ccc(Nc2nc(-c3cccs3)cs2)nc1	9	126	21%	-16	32	48	-9	126	-5%
CCn1cc(C(=O)NCCCOC)c(=O)c2cc(S(=O)(=O)N(C)C3CCCCC3)ccc21	7	60	-30%	-15	79	94	-7	60	1%
COc1ccc(-c2nc(CS(=O)CC(=O)NCCCN3CCCC3)c(C)o2)cc1OC (stereo not drawn)	-8	100	-41%	-6	87	93	8	100	-3%
CC1(C)CC(=O)C2=C(C1)c1c(ccc3ccccc13)NC2c1ccc(Br)o1 (stereo not drawn)	·	·	26%	-3	33	36	·	·	-7%
O=C(Cn1nc(C(F)(F)F)c2c1CCC2)N1CCN(c2ccccc2)CC1	0	90	-54%	7	90	83	0	90	1%
OCCN(CC(O)Cn1ccc2ccccc21)CC(O)Cn1ccc2ccccc21 (stereo not drawn)	-2	132	-40%	-1	69	69	2	132	-3%
Cc1ccc(/C(O)=C2\C(=O)C(=O)N(CC(C)O)C2c2cccc(F)c2)cc1 (stereo not drawn)	·	·	-42%	-1	95	95	·	·	-3%
N#Cc1c(C(F)(F)F)cc(-c2ccco2)nc1SCc1ccncc1	-4	132	3%	-10	73	83	4	132	-74%
CN1CCN(C(=O)c2ccccc2-c2ccccc2C(=O)O)CC1	-8	141	0%	7	103	96	8	141	10%
Nc1nc(CSCCO)nc(Nc2ccc(F)cc2)n1	0	125	-4%	-12	99	111	0	125	3%

The list continues:
SMILES	IL1B NFkB pot	IL1B NFkB pot cell count 2 µM	PLAP inhibitors HTS	MRP resist rev	MRP resist rev cytotoxicity	MRP resist rev with doxorubicin	NFkB transloc inh	NFkB transloc inh cell count 2 µM	Bcl-B TR3 displacers
CCC(C)NC(=O)CSc1nc2ccccc2c(=O)n1CCCC(=O)NCC1CCCO1 (stereo not drawn)	-17	102	-20%	23	101	78	17	102	5%
C/C(Cl)=C\Cn1c(Nc2ccccc2)nc2c1c(=O)n(C)c(=O)n2C	11	153	7%	6	87	81	-11	153	-10%
CC1(C)Cc2cccc(OCC(=O)Nc3ccccc3N3CCOCC3)c2O1	-4	94	6%	-6	85	91	4	94	-5%
Cc1ccc(N2C(=O)c3n[nH]c(C)c3C2c2cccnc2)cc1 (stereo not drawn)	13	95	-109%	5	95	89	-13	95	2%
CCOC(=O)C1CCN(C(=O)NC23CC4CC(CC(C4)C2)C3)CC1	2	139	-44%	7	94	87	-2	139	5%
